Nrf2 block: Nrf2 qHTS screen for inhibitors | Potency, µM (top dose mostly 46 µM), inactives show at the top dose activity change, negative = inhibition, hits mostly inhibitors | 2.1% of 360,000 active | A549 ARE-Fluc reporter, luciferase luminescence, 18-24 h; further: potency means the concentration at half of the fitted maximal effect; on the % scale 0 is the no-effect control and ±100 the full control effect; nearly all actives have a fitted effect of over 60% in size
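Reporter: ARE-Fluc in A549. Exposure: 18-24 h, 37 °C, 5% CO2, 5% FBS OPTI-MEM. Readouts: fluorescent cytotoxicity (CellTiter-Fluor), then luminescent Nrf2 signal after BugLite.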
Mm-Cpn inhibitor: Inhibitors of TCP-1 ring complex (TRiC) of Methanococcus maripaludis (MmCpn): qHTS. Chaperonin Mm-Cpn (Methanococcus maripaludis). purified Mm-Cpn ATPase, ADP Transcreener TR-FRET. Potency, µM (top dose mostly 76.9 µM), for the others: at the top dose activity, negative = inhibition, most hits filed as inhibitors. 0.031% of 330,000 active. AID 504842, 2011; further: potency means the concentration at half of the fitted maximal effect; on the % scale 0 is the no-effect control and ±100 the full control effect; nearly all actives have a fitted effect of over 80% in size
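ATPase turnover read by TR-FRET ADP competition (Eu cryptate antibody/ADP-d2, 665/590 nm): 10uM ATP final, 25nM Mm-CPN final, 30 min 37degC after 10-min compound preincubation, pH 7.4 Tris/KCl/MgCl2/DTT buffer.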
A549 tox: Nrf2 qHTS screen for inhibitors: counterscreen for cytotoxicity | Potency, µM (titrated, usually from 46 µM), for inactives: at the top dose activity change, negative = cytotoxicity, actives largely listed as inhibitors | AID 504648, 2011 | 0.16% of 390,000 active | A549 ARE-Fluc cells, CellTiter-Fluor viability, 18-24 h; further: potency means the concentration at half of the fitted maximal effect; on the % scale 0 is the no-effect control and ±100 the full control effect
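A549 ARE_Fluc cells in 5% FBS OPTI-MEM were exposed to compounds in concentration-response for 18-24 h at 37 deg C. Viability was read by CellTiter-Fluor fluorescence (Ex 405/Em 525) after 30 min, before the luciferase read.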
Nrf2 activator: qHTS of Nrf2 Activators | 0.31% of 410,000 active | AREc32 ARE-luciferase reporter (MCF7-derived line), luminescence, 24 h | AID 624171, 2012 | Potency, µM (titrated, usually from 46.1 µM), for inactives: at the highest dose activation, hits mostly activators; further: potency means the concentration at half of the fitted maximal effect; % of control where 0% means no effect; nearly all actives have a fitted effect of over 65% in size
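ARE activation measured as luciferase luminescence (Steady-Glo, 30 min RT) in AREc32_Fluc cells after 24 hr compound exposure at 37 deg C, 5% CO2; cells seeded overnight at 1000/well in OPTI-MEM, 5% FBS.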
CCT modulator: High-Throughput Screening for Modulators of Cytosolic Chaperonin Activity; purified chaperonin ATPase assay, HTRF ADP detection, 30 min; activity change, % (no concentration beside the values), hits read low; 0.3% of 360,000 active; in the data active means activity change below about -30%; further: on the % scale 0 is the no-effect control and ±100 the full control effect
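TRiC at 40 or 20 nM final (batch-dependent) in 30 mM Tris pH 7.4, 100 mM KCl, 5 mM MgCl2, 1 mM DTT, with compound at single 76 uM and 10 uM ATP, 30 min at 37 deg C. ADP detected by HTRF Transcreener, 665/615 ratio.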
Akt phos inh: HTS Assay for Inhibitors of Akt Phophorylation: Primary Screen; Neuro2A IGF-stimulated pAkt S473 HTRF, 20 min; hits give low values; 0.32% of 360,000 active; AID 651550, 2012; activity change, % for hits at 50 µM; in the data active means activity change below about -80%; inconclusive means mostly about -51% to -80%; further: on the % scale 0 is the no-effect control and ±100 the full control effect
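Single-point screen (50 µM final compound) in Neuro2A cells stimulated 20 min with 6 nM IGF at 37 deg C. After lysis, Ser473-phosphorylated Akt read by HTRF (ex 330 nm, em 615/665 nm) as the 665/615 ratio.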
Abeta rescue: qHTS for compounds that reverse cellular toxicity of Amyloid beta (A-beta) peptide in yeast: Primary Screen; yeast expressing A-beta42, growth rescue, OD600, 48 h; response scale: 0% DMSO, 100% iron-clioquinol control; Potency, µM (doses to about 46.1 µM), without a hit: at the highest dose growth rescue, usual class: activators; 0.063% of 410,000 active; further: potency means the concentration at half of the fitted maximal effect; nearly all actives have a fitted effect of over 55% in size
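Yeast growth medium received pinned compounds, then yeast cells expressing toxic A-beta were added; plates incubated at 30 C for 48 hr. Growth read as absorbance at 600 nm, normalized to DMSO and equimolar FeCl3 plus clioquinol controls.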
HepG2 tox: qHTS for Inhibitors of TGF-b: Cytotox Counterscreen; HepG2 CAGA-GFP viability, ATP luminescence, 18 h; Potency, µM (titrated, usually from 46.1 µM), for the others: at the highest dose activity change, negative = cytotoxicity, hits mostly cytotoxic; 0.76% of 410,000 active; further: potency means the concentration at half of the fitted maximal effect; some results filed as inactive show a strong effect at the top dose
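CellTiter-Glo luminescence gave cytotoxicity after 18 hours at 37 degrees C. The cells were HepG2 CAGA-GFP in 1% FBS DMEM, stimulated with 500 pg/mL TGF-beta after compound addition. %Activity was normalised to no-cell wells (complete cell-killing) and DMSO (no toxicity), and curves were fitted and classified.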
TGFb SMAD3 inh: qHTS for Inhibitors of TGF-b | HepG2 CAGA-GFP TGF-b/SMAD3 reporter, GFP fluorescence, 18 h; TGF-beta stimulated, 500 pg/mL final | Potency, µM (doses to about 46.1 µM), without a hit: top-dose activity, negative = inhibition, hits mostly inhibitors | 1.2% of 410,000 active | AID 588855, 2011; further: potency means the concentration at half of the fitted maximal effect; on the % scale 0 is the no-effect control and ±100 the full control effect; nearly all actives have a fitted effect of over 65% in size
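HEPG2 CAGA-GFP reporter cells (1000/well, DMEM with 1% FBS) received compounds, then recombinant TGF-beta at 500 pg/mL final for 18 hours at 37 degrees C. Per-cell GFP summed per well was normalised to unstimulated and stimulated DMSO controls before curve fitting.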
An asterisk follows results filed as active; i = inactive; u = inconclusive; x = no result given; [ ] = another dose, or the depositor's remark. Unless noted, the call rests on the fitted dose curve; in most records, active means well fitted curve in the direction sought with a large enough effect; inconclusive means small, poorly fitted or top-dose-only effect, or another doubt; inactive means no such curve, though single readings can be large; an effect the other way counts as inactive or inconclusive.

Letters: A = Nrf2 block; B = Mm-Cpn inhibitor; C = A549 tox; D = Nrf2 activator; E = CCT modulator; F = Akt phos inh; G = Abeta rescue; H = HepG2 tox; I = TGFb SMAD3 inh
1) CCCn1c(-c2ccccc2)nc2c(=O)n(C)c(=O)[nH]c21
  A: 10%	B: 0%	C: -1%	D: 0.8%	E: -2.3	F: x	G: 1%	H: 5%	I: 2%

2) COc1c(Cl)cc(Cl)cc1C(=O)Nc1ccc(CN2CCCCC2)cc1
  A: 33%	B: 1%	C: 1%	D: -0.1%	E: -2.1	F: i	G: 9%	H: -2%	I: -1%

3) O=C(O)c1ccccc1C(=O)N(c1ccccc1)c1ccccc1
  A: -9%	B: x	C: 19%	D: 0.2%	E: 1.2	F: i	G: 4%	H: -4%	I: 1%

4) Cn1c(SCc2ccccc2Cl)nc2c([nH]c3ccccc32)c1=O
  A: x	B: x	C: 7%	D: 0.1%	E: x	F: x	G: 2%	H: -12%	I: -11%

5) CCOC(=O)N1CCN(C(=O)CCNS(=O)(=O)c2ccc3c(c2)c(=O)n(C)c(=O)n3C)CC1
  A: 7%	B: 1%	C: 2%	D: -0.5%	E: -0.5	F: i	G: -6%	H: 2%	I: 1%

6) COC(=O)C(C)Sc1nc2c([nH]c3ccccc32)c(=O)n1C (centres undefined)
  A: u	B: -5%	C: -4%	D: 7.7%	E: -0.1	F: i	G: 0%	H: -11%	I: -9%

7) COc1ccc([C@H]2C[C@@H](n3cc(C4CC4)nn3)[C@H](O)CN2C(=O)c2cccs2)cc1
  A: x	B: x	C: x	D: 0.5%	E: -2.5	F: i	G: 3%	H: -20%	I: -5%

8) CCOCCCN1CN(Cc2ccco2)CNC1=S
  A: 8%	B: 3%	C: -1%	D: -1.7%	E: 0.0	F: i	G: -6%	H: 9%	I: 1%

9) COc1cccc(-c2ncc3ccccc3c2COC(=O)c2cccc(Br)c2)c1
  A: -12%	B: -2%	C: 10%	D: 5.8%	E: 0.1	F: i	G: -3%	H: 0%	I: u

10) CCCc1nn(C)c2c(=O)[nH]c(-c3cc(S(N)(=O)=O)ccc3OCC)nc12
  A: u	B: -4%	C: 1%	D: 1.5%	E: -1.5	F: i	G: 12%	H: 2%	I: -1%

11) CCOC(=O)c1ccc2nc(C)c(CC)c(Cl)c2c1
  A: -9%	B: -1%	C: -4%	D: 4.7%	E: -0.8	F: i	G: -6%	H: -28%	I: -17%

12) Cn1c(C(O)c2ccccc2)nc(Cl)c1Cl (centres undefined)
  A: 8%	B: 1%	C: 0%[1.84 µM]	D: 2.6%	E: -0.3	F: i	G: 8%	H: -21%	I: 0%

13) CCOc1ccc(S(=O)(=O)Nc2cccc(C(=O)NCC(c3ccco3)N(C)C)c2)cc1 (centres undefined)
  A: 3%	B: -6%	C: -6%	D: 2.5%	E: -2.9	F: i	G: -17%	H: -4%	I: -5%

14) O=C(COc1ccccc1)Nc1ccccc1N1CCN(c2ccc(F)cc2)CC1
  A: 2%	B: 2%	C: 7%	D: -0.2%	E: 0.5	F: i	G: 4%	H: -44%	I: -4%

15) CC(C)CN(C(=O)CSc1nncn1-c1ccccc1)c1c(N)n(CC(C)C)c(=O)[nH]c1=O
  A: -14%	B: 0%	C: -3%	D: -0.8%	E: -2.0	F: i	G: 0%	H: -5%	I: 0%

16) CCOc1ccc(S(=O)(=O)N2CCOCC2)cc1NC(=O)c1ccccc1F
  A: 5%	B: 0%	C: 3%	D: 0.1%	E: 0.6	F: i	G: -14%	H: 6%	I: -7%

17) Cc1cccc(C(=O)Nc2ccccc2N2CCN(c3ccc(F)cc3)CC2)c1
  A: -24%	B: -1%	C: -1%	D: 0.2%	E: 2.0	F: i	G: -21%	H: -9%	I: 9%

18) COc1ccc(NC(=O)c2cc(C3CCCCN3C(=O)c3cc(F)ccc3C)on2)c(C)c1 (centres undefined)
  A: x	B: x	C: x	D: 0.5%	E: 0.2	F: i	G: 1%	H: -23%	I: -26%

19) Cc1cccc(C)c1NS(=O)(=O)c1ccc2c(c1)C(=O)c1ccccc1C2=O
  A: 19%	B: -2%	C: 9%	D: 0.5%	E: -1.4	F: i	G: -3%	H: -15%	I: -18%

20) Cc1ccccc1NC(=S)N(C)C1(c2ccccc2Cl)CCCCC1=O (centres undefined)
  A: 0%	B: 0%	C: -4%	D: 0.2%	E: -1.3	F: i	G: -3%	H: -2%	I: 33%

21) CC(Sc1n[nH]c(N)n1)C(=O)Nc1ccc(Cl)cn1 (centres undefined)
  A: -13%	B: -2%	C: 3%	D: 0.4%	E: -1.6	F: i	G: -2%	H: -2%	I: -7%

22) CCCCn1c(N)c(N(CC(C)C)C(=O)c2cccc(S(=O)(=O)N3CCCCCC3)c2)c(=O)[nH]c1=O
  A: -49%	B: -9%	C: -1%	D: 0.0%	E: -81*	F: i	G: 1%	H: -7%	I: -9%

23) CCOc1ccc(-c2noc(CSc3nnc(-c4ccccc4)n3-c3ccccc3)n2)cc1
  A: u	B: x	C: -10%	D: -0.9%	E: x	F: x	G: 1%	H: 3%	I: 21%

24) Cc1cccc(OCc2nc(-c3ccc(Br)o3)no2)c1
  A: u	B: 1%	C: 1%	D: 1.9%	E: -0.3	F: i	G: -3%	H: -15%	I: -7%

25) CC(C)(C)C(=O)NC1CCN(C(=O)N2CCCC2)CC1
  A: 5%	B: -1%	C: -1%	D: 0.2%	E: 0.1	F: i	G: 14%	H: -4%	I: -3%

For convenience, three of the compounds above.
Letters: A = Nrf2 block; B = Mm-Cpn inhibitor; C = A549 tox; D = Nrf2 activator; E = CCT modulator; F = Akt phos inh; G = Abeta rescue; H = HepG2 tox; I = TGFb SMAD3 inh
23) CCOc1ccc(-c2noc(CSc3nnc(-c4ccccc4)n3-c3ccccc3)n2)cc1
  A: u	B: x	C: -10%	D: -0.9%	E: x	F: x	G: 1%	H: 3%	I: 21%

24) Cc1cccc(OCc2nc(-c3ccc(Br)o3)no2)c1
  A: u	B: 1%	C: 1%	D: 1.9%	E: -0.3	F: i	G: -3%	H: -15%	I: -7%

25) CC(C)(C)C(=O)NC1CCN(C(=O)N2CCCC2)CC1
  A: 5%	B: -1%	C: -1%	D: 0.2%	E: 0.1	F: i	G: 14%	H: -4%	I: -3%

(more compounds)
Letters: A = Nrf2 block; B = Mm-Cpn inhibitor; C = A549 tox; D = Nrf2 activator; E = CCT modulator; F = Akt phos inh; G = Abeta rescue; H = HepG2 tox; I = TGFb SMAD3 inh
26) COc1ccc(C(=O)CN2CCN(S(=O)(=O)c3cccc([N+](=O)[O-])c3)CC2)cc1
  A: -14%	B: -15%	C: 0%	D: -0.6%	E: 2.1	F: i	G: -5%	H: 6%	I: -17%

27) CC(Cl)C(=O)NNc1cccc(Cl)n1 (centres undefined)
  A: x	B: 0%	C: -1%	D: -0.6%	E: -0.2	F: i	G: u	H: 1%	I: 18%

28) CC(NC(=O)c1sc2cc([N+](=O)[O-])ccc2c1Cl)C(C)(C)C (centres undefined)
  A: -11%	B: -1%	C: -3%	D: 0.4%	E: 1.4	F: i	G: -86%[inhibitor]	H: -3%	I: 18%

29) COc1ccc(C2C(C(=O)c3sc(C)nc3C)=C(O)C(=O)N2CCCn2ccnc2)cc1OC (centres undefined)
  A: 9%	B: 1%	C: -5%	D: -0.1%	E: -12	F: i	G: -9%	H: -1%	I: -14%

30) O=C(Nc1nc2c(Cl)ccc(Cl)c2s1)C1CC1
  A: 20%	B: 1%	C: 7%	D: u	E: -1.2	F: i	G: 27%	H: 2%	I: 3%

31) CCOc1ccc2[nH]c(C)c(CN3CCN(C)CC3)c(=O)c2c1
  A: 1%	B: 0%	C: -3%	D: 0.5%	E: 0.6	F: x	G: 2%	H: -10%	I: -5%

32) Cc1ccc(/C=C/C(=O)OCc2nc(N)nc(Nc3ccccc3C)n2)o1
  A: -4%	B: -3%	C: 0%	D: 7.1%	E: -1.8	F: i	G: 15%	H: -14%	I: 0%

33) O=C(NC1=NCCS1)c1cccc(Br)c1
  A: u	B: x	C: 2%	D: 4.6%	E: 0.7	F: i	G: 1%	H: 4%	I: -5%

34) O=C(NCc1ccco1)C(=O)NCC1OCCN1S(=O)(=O)c1cc(F)ccc1F (centres undefined)
  A: -25%	B: 1%	C: 1%	D: -0.1%	E: -0.2	F: i	G: -4%	H: -15%	I: -19%

35) CC(C)[C@H](NC(=O)OCc1ccccc1)C(=O)OCC(=O)N1CCN(c2ccc(F)cc2)CC1
  A: -9%	B: 1%	C: 7%	D: 2.2%	E: 0.4	F: i	G: -1%	H: -43%	I: -26%

36) O=C(COc1ccc(S(=O)(=O)N2CCCC2)cc1)NCc1ccccn1
  A: 26%	B: -4%	C: 0%	D: -0.2%	E: 1.0	F: i	G: -6%	H: -13%	I: 0%

37) CCN(CC(=O)Nc1c(F)cccc1F)C(=O)CSc1nc(C)cc(C)n1
  A: 3%	B: 1%	C: 1%	D: 0.5%	E: 1.1	F: i	G: -3%	H: -23%	I: 2%

38) Cc1ccc(NC(=O)COC(=O)CC2CC3CCC2C3)cc1S(=O)(=O)N1CCOCC1 (centres undefined)
  A: -4%	B: 0%	C: -10%	D: -0.3%	E: -1.7	F: i	G: 18%	H: 1%	I: 19%

High-throughput results as filed in PubChem BioAssay.

Compounds were not picked by outcome. Share with any hit: about 4.3%.
